M5 antag – CHRM5 antagonism in calcium assay; P08912; CHO-hM5 cells, Fluo-8 calcium fluorescence, ACh EC80; inhibition, % at 3 µM; 360,000 tested, 0.59% active; AID 624040;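 active means inhibition above a per-plate cutoff, the mean of that plate's test compounds plus 3 SD, cut at about 27% in these data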;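 further: 0% = acetylcholine EC80 with DMSO and 100% = DMSO without agonist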
Target sequence (P08912 whole entry, looked up): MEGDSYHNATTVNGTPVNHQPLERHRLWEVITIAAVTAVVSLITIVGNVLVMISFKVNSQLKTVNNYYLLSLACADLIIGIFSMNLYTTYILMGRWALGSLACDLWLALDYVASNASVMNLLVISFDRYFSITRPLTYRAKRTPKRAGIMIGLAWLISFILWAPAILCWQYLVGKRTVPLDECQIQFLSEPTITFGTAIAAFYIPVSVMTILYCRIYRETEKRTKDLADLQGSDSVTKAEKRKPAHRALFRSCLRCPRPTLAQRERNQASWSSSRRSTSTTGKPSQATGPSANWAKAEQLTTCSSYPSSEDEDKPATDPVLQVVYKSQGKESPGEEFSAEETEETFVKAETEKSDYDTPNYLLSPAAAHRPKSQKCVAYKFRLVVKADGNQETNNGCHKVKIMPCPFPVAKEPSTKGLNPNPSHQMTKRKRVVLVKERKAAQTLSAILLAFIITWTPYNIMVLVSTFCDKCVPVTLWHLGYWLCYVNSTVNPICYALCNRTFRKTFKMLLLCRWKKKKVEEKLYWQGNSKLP
CRFBP-R2 block – blocks CRF-induced signaling of the CRF-BP/CRF-R2 complex. inhibition, % at 11.8 µM. 350,000 tested, 0.59% active. HEK293 CRF-R2/CRF-BP, CRF-induced calcium fluorescence;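 active means inhibition of the ligand-induced calcium signal above about 50% at the single tested concentration, limit read from the data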
M1 PAM – positive allosteric modulators of human M1 muscarinic receptor; P11229; CHO-K1 hM1, Fluo-8 calcium fluorescence, ACh EC20; 0% = ACh EC20, 100% = maximal ACh; activation, % at 3 µM; 360,000 tested, 0.088% active; AID 588819; in the data active means activation above about 19%, passing the limit was not always enough
M4 PAM – positive allosteric modulators of human muscarinic M4 receptor | 360,000 tested, 0.4% active | P08173 | CHO-K1 hM4/Gqi5, Fluo-8 calcium fluorescence, ACh EC20; 0% = ACh EC20, 100% = maximal ACh | activation, % at 3 µM;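 active means activation above its plate's cutoff, the mean activation of sample wells plus 3 SD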; further: some results filed as inactive read as strong as hits
M5 PAM – CHRM5 positive allosteric modulation. CHO-K1 hM5, Fluo-8 calcium, ACh EC20 PAM; 0% = ACh EC20, 100% = ACh EC100. activation, % at 3 µM. 360,000 tested, 0.3% active. AID 624038;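 active means activation above the run cutoff, the mean activation of all test compounds plus 3 SD, cut at about 18% in these data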
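Test system: CHO-K1 hM5 cells / Doses: single-point, 3 µM nominal / Times: Post-acetylcholine fluorescence recording 140 s / Technique: Fluo-8 calcium fluorescence / Measure: Max/basal fluorescence ratio as % of EC20–EC100 ACh window / Benchmarks: low control EC20 acetylcholine (0%), high control EC100 acetylcholine (100%) / Replicates: one well per compound, no replicates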
M4 antag – antagonists of human muscarinic M4 receptor (CHRM4) | CHO-hM4 cells, ACh EC80, Fluo-8 calcium fluorescence | inhibition, % at 3 µM | 360,000 tested, 0.73% active;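 active means inhibition above its plate's cutoff, the mean inhibition of sample wells plus 3 SD, cut at about 27% in these data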;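 further: 0% = acetylcholine EC80 with DMSO and 100% = DMSO without agonist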
CRFBP-R2 agonist – CRF-BP/CRF-R2 complex agonism | HEK293 CRF-R2/CRF-BP, calcium dye fluorescence (FLIPR); percent of saturating CRF peptide response | activation, % at 13.2 µM | AID 588473 | 350,000 tested, 0.46% active;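 active means activation of at least 50%, plus an integration ratio under a set limit after plate pattern correction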;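 further: plate controls were neutral control wells without compound for no effect and CRF at EC100 for full effect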
CHRM4 agonist – agonists of human muscarinic M4 receptor (CHRM4); CHO-K1 hM4/Gqi5, Fluo-8 calcium fluorescence; vehicle 0%, full acetylcholine response 100%; P08173; AID 624127; 360,000 tested, 0.14% active; activation, % at 3 µM;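 active means activation above the run mean over all test wells plus 3 SD, cut at about 32% in these data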;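 further: peak over basal fluorescence ratio per well then scaled between controls; 0% = DMSO wells and 100% = acetylcholine at EC100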
CHRM5 agonist – agonists of human muscarinic M5 receptor (CHRM5); P08912; CHO-K1 hM5 cells, Fluo-8 calcium fluorescence; 0% DMSO wells, 100% maximal acetylcholine response; activation, % at 3 µM; 360,000 tested, 0.19% active;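 active means activation above the run's mean over test compounds plus 3 SD, cut at about 23% in these data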;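 further: signal is peak over basal fluorescence ratio across the kinetic read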
* = called active by the depositor; . = no result given. Hits appear at their usual frequency; about 2.6% have a hit in one of these screens.

SMILES	M5 antag	CRFBP-R2 block	M1 PAM	M4 PAM	M5 PAM	M4 antag	CRFBP-R2 agonist	CHRM4 agonist	CHRM5 agonist
C=CCn1c(O)c(N=NC(=O)C(O)c2ccccc2)c2ccccc21 (stereo unspecified)	9	5	13	0	-8	-3	-1.3	1	4
CC(=O)Nc1c2c(nn1-c1cccc(Cl)c1)CS(=O)C2 (stereo unspecified)	1	12	9	5	-1	3	-1.5	0	2
CSc1n[nH]c(=S)n1N	3	-13	8	6	-2	-7	-0.9	1	-2
CC(NC(=O)/C(C#N)=C1\N=C(NC(=O)c2cccs2)c2ccccc21)c1ccccc1 (stereo unspecified)	3	-16	8	10	-4	1	-0.7	1	-1
CC(NS(=O)(=O)c1ccc2c(c1)CC(=O)N2C)c1ccccc1 (stereo unspecified)	10	-5	7	6	1	-8	-1.6	1	-2
Cc1ccc(SCCSc2nc(C)cc(=O)[nH]2)cc1	2	5	1	-2	2	5	-0.2	0	0
Cc1ccc(S(=O)(=O)CCC(=O)OC2CC(C)OC2=O)cc1 (stereo unspecified)	12	0	10	3	1	5	-1.0	0	-1
CC(C)(C)C(CCl)C(=O)NN=C(c1ccccc1)c1ccccc1 (stereo unspecified)	15	4	-10	2	-2	12	0.5	0	0
C/C(=N/NC(=O)c1cc(C2CC2)[nH]n1)c1cccs1	5	24	7	5	-6	-10	-2.9	1	-6
Cc1ccc(NS(=O)(=O)c2ccc(NC(=O)C(C)Sc3ccc(Cl)cc3)cc2)c(C)c1 (stereo unspecified)	1	-69	8	-7	-2	3	11	6	5
CCOC(=O)c1ccc(Nc2c(OCC)c(=O)c2=O)cc1	3	24	-2	-4	4	5	-1.7	9	-1
Cc1cccc(CS(=O)(=O)Cc2ccc(C(=O)NCCN3CCCCC3C)o2)c1 (stereo unspecified)	-4	-5	-5	-1	2	-1	-1.5	2	-7
Cc1ccc(/C=C2/C(=O)N=C(N)N2C)s1	14	3	-4	-1	-5	9	0.2	0	-2
CCOc1ccc(NC(=O)CCC(=O)O)cc1	1	-5	8	4	7	-4	-1.2	2	-1
O=C(c1ccc(Cl)c(S(=O)(=O)N2CCCCC2)c1)N1CCCC(C(F)(F)F)C1 (stereo unspecified)	1	-2	7	4	1	-3	-1.1	2	1
CCOc1ccc(OCC)c(NC(=O)c2[nH]c(C)c(C(C)=O)c2C)c1	2	1	5	-4	-4	-3	0.5	1	-2
Cc1ccc(CN2CC(C(=O)Nc3ncc(C)s3)CC2=O)cc1 (stereo unspecified)	2	11	-1	-7	1	12	-0.6	0	-2
Cc1ccc(N2CCN(S(=O)(=O)c3ccc(F)c(C)c3)CC2)c(C)c1	-4	10	-5	0	4	1	-0.9	0	0
CNc1cncc(-c2cc(OC)ccc2OC)n1	0	.	7	3	-4	-17	.	0	-2
CCC(=O)N(Cc1ccco1)c1nc(-c2ccccc2)cs1	3	2	5	18	-2	1	-1.8	-1	1
CC(C)CNC(=S)NC(=O)c1csc([N+](=O)[O-])c1	11	-13	-5	-18	-12	4	-0.5	10	-7
Cc1cc(=O)oc2cc(OCC(=O)N/N=C/c3ccccc3[N+](=O)[O-])ccc12	4	19	-2	1	-6	-1	-1.6	7	0
COc1ccc(S(=O)(=O)N2CCC3(CC2)OCCN3S(=O)(=O)c2ccccc2)cc1OC	7	2	17	6	-4	-6	1.5	1	-1
CC(=O)c1cccc(S(=O)(=O)NC2CCCCCC2)c1	2	10	0	-4	-3	10	0.2	0	1
O=C(COC(=O)C1C2CC3OC(=O)C1C3C2)Nc1ccc(F)cc1 (stereo unspecified)	3	-5	5	4	-3	-14	0.2	0	0
Cc1ccc(C(=O)NNC(=O)Cc2cccs2)cc1	-2	-19	4	-3	-1	-3	-0.7	0	0
O=C(OC1C2C=CC1C1C(=O)NC21)c1ccccc1 (stereo unspecified)	15	23	3	4	-3	-15	1.2	0	2
N#CC(c1ccncc1)(c1ncc(C(F)(F)F)cc1Cl)N1CCOCC1 (stereo unspecified)	-9	-6	-14	2	-4	-15	2.2	3	-1
O=C(c1cc(COc2ccc3ncccc3c2)on1)N1CCCC(O)C1 (stereo unspecified)	12	1	-1	-10	-10	5	4.1	7	8
CC1=NN(C(=O)c2ccccc2Cl)C(O)(c2cccnc2)C1 (stereo unspecified)	6	-7	3	4	-4	10	-1.3	0	0
O=C1C=C(c2ccccc2)C(c2ccccc2)C1 (stereo unspecified)	2	4	-1	5	-3	1	-3.0	0	-4
COc1ccc(-c2cc(C3CCN(CC(O)C(F)(F)F)CC3)[nH]n2)cc1 (stereo unspecified)	16	4	5	0	-1	6	7.1	1	-2
O=C(OCn1nnc2ccccc2c1=O)c1ccc(F)c(S(=O)(=O)N2CCOCC2)c1	2	0	1	1	0	-4	-1.0	11	6
COc1cccc(C(c2sc3ncnn3c2O)N2CCc3ccccc3C2)c1 (stereo unspecified)	4	-40	-5	0	0	1	16	3	0
COCCN(Cc1cc2ccccc2[nH]c1=O)C(=O)c1ccccc1OC	-1	-6	12	8	0	0	0.1	1	1
O=C1C(SC(F)(F)C(F)F)=C(C(F)(F)F)OC2C3C=CC(C3)C12 (stereo unspecified)	-9	9	3	7	0	4	0.8	1	-4
COc1ccc(C(=O)Nc2ccc(NS(=O)(=O)c3ccccc3)cc2)cc1OC	9	-1	8	1	7	14	0.6	3	3
O=C(NC(CC(=O)N1CCN(c2ccccc2)CC1)c1ccccc1)c1ccccc1 (stereo unspecified)	-1	-10	1	-1	0	-6	-0.1	1	2
COc1cccc(Cn2nnc(C(=O)NCc3ccc(F)cc3)c2N)c1	-1	8	8	13	1	-8	-1.1	7	3
CC(=O)Nc1ccc(SC[C@H](Cc2ccccc2)N2CC[C@@H](C)CCC2=O)cc1	12	4	2	-2	0	-3	-1.1	7	-3
CC(C)c1ccc(OCc2ccc(C(=O)N(C)C)o2)cc1	0	-4	7	0	-6	0	-0.6	7	-4
CCN1C[C@@H]2[C@@H]3C(=O)N(Cc4ccccc4)C(=O)[C@@H]3[C@](C)(C1=O)N2C(=O)c1ccc(Cl)cc1	12	7	4	-2	-6	1	-1.5	6	-1
O=C1N(Cc2ccc(F)cc2Cl)c2ccccc2C12OCCCO2	2	-13	3	0	-7	-5	-1.0	-2	-7
CCN(CC)C(=O)CCC(=O)Nc1ccc(C(=O)OC)cc1	3	-6	3	22	-1	1	4.9	1	1
CCNC(=O)C1(C)CCCN1Cc1cccc(C(F)(F)F)c1 (stereo unspecified)	4	.	10	2	-2	4	.	-1	-1

Just M4 antag, CHRM4 agonist and CHRM5 agonist (four entries from above):
SMILES	M4 antag	CHRM4 agonist	CHRM5 agonist
O=C1C=C(c2ccccc2)C(c2ccccc2)C1 (stereo unspecified)	1	0	-4
N#CC(c1ccncc1)(c1ncc(C(F)(F)F)cc1Cl)N1CCOCC1 (stereo unspecified)	-15	3	-1
CCOC(=O)c1ccc(Nc2c(OCC)c(=O)c2=O)cc1	5	9	-1
CC(=O)Nc1ccc(SC[C@H](Cc2ccccc2)N2CC[C@@H](C)CCC2=O)cc1	-3	7	-3

4 compounds out of the list, sorted by SMILES length, lowest first.
SMILES	M5 antag	CRFBP-R2 block	M1 PAM	M4 PAM	M5 PAM	M4 antag	CRFBP-R2 agonist	CHRM4 agonist	CHRM5 agonist
CCN(CC)C(=O)CCC(=O)Nc1ccc(C(=O)OC)cc1	3	-6	3	22	-1	1	4.9	1	1
COc1cccc(C(c2sc3ncnn3c2O)N2CCc3ccccc3C2)c1 (stereo unspecified)	4	-40	-5	0	0	1	16	3	0
COc1ccc(C(=O)Nc2ccc(NS(=O)(=O)c3ccccc3)cc2)cc1OC	9	-1	8	1	7	14	0.6	3	3
O=C(NC(CC(=O)N1CCN(c2ccccc2)CC1)c1ccccc1)c1ccccc1 (stereo unspecified)	-1	-10	1	-1	0	-6	-0.1	1	2

Next results:
SMILES	M5 antag	CRFBP-R2 block	M1 PAM	M4 PAM	M5 PAM	M4 antag	CRFBP-R2 agonist	CHRM4 agonist	CHRM5 agonist
CCOc1cc(CN2CCN(C(=O)c3cccc4ccccc34)CC2)ccc1OC	7	0	3	-4	-3	9	-2.2	1	3
COc1ccc(C(=O)COC(=O)CCn2c(C)csc2=O)c(OC)c1	-2	12	-1	-5	-4	5	-1.8	2	1
COC(=O)[C@@]12C[C@@H](CC(=O)NCc3ccc(OC)c(OC)c3)C(=O)N(Cc3ccc4c(c3)OCO4)C1=CCC(C)(C)C2	-13	.	.	-4	7	-3	.	11	3
O=C(CCC1CCCC1)NC1CCCCC1	-18	-3	0	2	1	-7	0.0	-1	-4
CC(C)OCCCNc1nc2c(cnn2C)c(=O)[nH]1	7	15	10	4	10	-13	1.6	1	2
S=C(NCc1cccs1)Nc1cccc(Cl)c1Cl	-3	25	-7	-4	-9	0	0.5	1	-5
COC(=O)COc1ccc(S(=O)(=O)N2CCOCC2)cc1	0	-10	3	3	-15	0	1.1	4	-3
N#CCCN(C(=O)CSc1nnc(-c2ccncc2)n1C1CC1)c1ccccc1	-2	-4	-5	7	10	-8	-3.9	1	4
CCOc1ccc(NCc2cccn2-c2nnc(N3CCC(C(=O)NCCCN4CC(C)CC(C)C4)CC3)s2)cc1 (stereo unspecified)	-11	2	-23	-13	-11	34*	-0.1	4	-8
CN(C)CCCN1CC(=O)N2[C@@H](Cc3c([nH]c4ccccc34)C2(C)C)C1=O	0	5	2	-3	1	-2	-0.7	1	-3
O=C(Nc1ccc(Cl)cc1C(=O)N1CCCCC1)c1ccco1	11	2	4	-1	0	-3	-0.9	0	-4
O=C(CN1C(=O)NC2(CCc3ccccc32)C1=O)NCCc1ccccc1 (stereo unspecified)	12	-3	3	10	-3	2	0.0	2	4
